CXXC DNA block = MLL CXXC-DNA interaction inhibition; Q03164; MLL-CXXC / FITC-HOXA9 DNA fluorescence polarization; Potency, µM (series often up to 115 µM), for the others: at the top dose activity change, negative = inhibition, most hits filed as inhibitors; actives 0.037% (n = 290,000); active = well fitted inhibition curve with a large enough effect in the polarisation, with a control signal flat, not every such curve was filed as active; inconclusive = small, poorly fitted or top-dose-only effect, or effect the other way, or a change in a side signal; inactive = no such curve, though single readings can be large or run the other way; the % refers to the polarisation; also: potency is read from the fitted curve at half-maximal effect
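Purified MLL-CXXC (added from a 7 uM solution) was preincubated 5 min at ambient with pinned compounds in 50 mM Tris-HCl pH 7.5, 50 mM NaCl, 1 mM DTT, 0.05% BSA. Fluorescein-labeled HOX-A9 DNA (50 nM solution) followed, 30 min, then polarization read.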
a7 integrin act = integrin-mediated muscular dystrophy alleviation activation. alpha7betagal myoblasts, beta-gal FDG fluorescence, 48 h. Potency, µM (top dose mostly 38.3 µM), for inactives: at the top dose activation, hits mostly activators. actives 0.064% (n = 350,000). AID 624291;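 also: potency is read from the fitted curve at half-maximal effect; 100% = response of the positive control SU9516; nearly all actives have a fitted effect of over 60% in size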
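Alpha7betagal+/- myoblasts (passage 13) were plated 16-24 hr, then exposed to compounds (1:260 dilution of DMSO stock) for 48 hours at 37C. After MPER lysis, β-galactosidase reporter activity was read as FDG fluorescence (ex 480/em 540) after 30 minutes.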
TRPV1 ag = agonists of human vanilloid receptor 1 (TRPV1); Q8NER1; TRPV1-expressing cells, Fluo-8 calcium influx, agonist mode; activation, % at 8.33 µM; actives 0.19% (n = 320,000); AID 540275; in the data active = activation above about 80%; inconclusive = between about 30% and that limit; also: 0% is about no effect
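TRPV1-expressing cells were cultured overnight at 35.5C and loaded with Fluo-8 calcium dye for 40 to 90 min at room temperature. After a 10 s baseline, compound was added and calcium influx was read kinetically for 3 min (ex 480/em 520 nm).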
PTAP TSG101 blk = blocks PTAP/TSG101 interaction to inhibit HIV-1 budding; 340,000 tested, under 10 active; Fluorescence polarization, FITC-PTAP peptide / Tsg101 binding; AID 493005; Potency, µM (doses to about 115 µM), without a hit: at the top dose activity change, negative = inhibition, usual class: inhibitors; Q99816; active = well fitted inhibition curve with a large enough effect in the main read-out, with a control signal flat, not every such curve was filed as active; inconclusive = small, poorly fitted or top-dose-only effect, or effect the other way, or a change in a side signal; inactive = no such curve, though single readings can be large or run the other way; also: potency is read from the fitted curve at half-maximal effect; % of control where 0% means no effect
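FP read-out: FITC-PTAP peptide, 50 nM final, binding Tsg101 binding domain, 10 uM final; 20 min, r.t.; 10 mM HEPES pH 7.5, 0.15 M NaCl, 0.01% Tween 20, 3 mM EDTA, 0.1 mM TCEP.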
AT treatment = potential ataxia-telangiectasia treatment; […] A-T fibroblasts, KAP-1 phosphorylation AlphaLISA; neocarzinostatin DNA damage 30 min before lysis; Potency, µM (top dose mostly 57.5 µM), for the others: top-dose activation, actives largely listed as activators; actives 0.19% (n = 320,000); AID 485349; also: potency is read from the fitted curve at half-maximal effect; % of control where 0% means no effect; nearly all actives have a fitted effect of over 45% in size
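hTERT-immortalized A-T patient fibroblasts ([…]), 500 cells/well in OPTI-MEM, 1% FBS, got compounds for 60 min, then NCS for 30 min at 37C. Lysates were then assayed for phospho-KAP-1 by AlphaLISA (anti-pKAP1 donor, anti-KAP1 acceptor beads), 6 hr at 25C.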
ELG1 DNA repair = ELG1-dependent DNA repair inhibition. AID 504467. Potency, µM (doses to about 46.1 µM), inactives show at the highest dose activity change, negative = inhibition, actives largely listed as inhibitors. HEK293T ELG1-luciferase reporter, luminescence, 16 h; DNA damage induced by 5-fluorouridine. actives 2.3% (n = 330,000); also: potency is read from the fitted curve at half-maximal effect; % is scaled to controls: 0 for no effect and ±100 for the full control effect; nearly all actives have a fitted effect of over 55% in size
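Overnight (16 hr) co-exposure of 2,000 cells/well to 5-fluorouridine and compound at 37 °C preceded detection. Luciferase was quantified via ONE-Glo luminescence; loss of signal denotes inhibition.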
B2AR arrestin = agonists driving beta-arrestin recruitment to human beta2-adrenergic receptor; P07550; beta-arrestin recruitment to beta2AR, cell-based reporter; Potency, µM (highest dose often 46.1 µM), for inactives: at the top dose activation, usual class: activators; actives 0.02% (n = 330,000); AID 492947;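 also: potency is read from the fitted curve at half-maximal effect; 0% = DMSO controls and full agonism = EC100 isoproterenol or metaproterenol; nearly all actives have a fitted effect of over 65% in size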
TCR act = activates T cell receptor signaling; primary human leukocytes, anti-CD3, IL-2 HTRF, 48 h; Potency, µM (titrated, usually from 9.22 µM), for inactives: at the highest dose activation of IL-2 secretion, actives largely listed as activators; 330,000 tested, under 10 active; AID 504894; also: % of control where 0% means no effect
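IL-2 release read by HTRF sandwich (Eu cryptate donor, d2 acceptor, 665 nm emission) after 48 hr exposure of primary human leukocytes to compound together with anti-CD3 beads in the absence of co-stimulatory signals.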
BRCA1 expr act = BRCA1 expression activation; MCF7-BRCA1-FFLuc reporter, luminescence, 48 h; response scale: scaled: vehicle 0%, 10 µM genistein 100%; Potency, µM (highest dose often 46.1 µM), inactives show at the top dose activation, hits mostly activators; actives 1.1% (n = 380,000); also: potency is read from the fitted curve at half-maximal effect; nearly all actives have a fitted effect of over 80% in size; some results filed as inactive show a strong effect at the top dose
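Luminescence from a BRCA1-driven firefly luciferase in MCF7 cells was read after 48 h compound exposure at 37 C. Data normalized against DMSO and a 10microM genistein activation control, then curve-fitted across the titration.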
p53 reactivator = re-activators of mutant p53. H1299 p53-A138V BP100-luciferase reporter, luminescence, 24 h. Potency, µM (series often up to 92.2 µM), for inactives: top-dose activity change, positive = activation, hits mostly activators. actives 0.063% (n = 320,000); also: potency is read from the fitted curve at half-maximal effect; % of control where 0% means no effect; nearly all actives have a fitted effect of over 45% in size
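p53-null H1299 cells stably carrying temperature-sensitive p53-A138V and a BP100-luciferase reporter were pinned with compounds (4-point, 1:5 series) and held 24 hrs at 37 deg C. Luminescence was read 10 min after detection reagent.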
* = called active by the depositor; ? = inconclusive; nt = not tested or not shown; [ ] = remark or other dose. Unless noted, calls follow the shape of the dose curve; as a rule, active = well fitted curve in the direction sought with a large enough effect; inconclusive = small, poorly fitted or top-dose-only effect, or another doubt; inactive = no such curve, though single readings can be large; an effect the other way counts as inactive or inconclusive.

Sequence of screens – AT treatment, TCR act, a7 integrin act, BRCA1 expr act, CXXC DNA block, p53 reactivator, PTAP TSG101 blk, B2AR arrestin, TRPV1 ag, ELG1 DNA repair
(1) CC(C)CN1CCN(Cc2cc(F)ccc2-n2cccn2)CC1CCO (configuration not stated)
    2%, 4%, 3%, -25%, -3%, -2%, -8%, 3.5%, 2, 2%
(2) CCCCOc1ccc(C(C)NC(=O)CCS(=O)(=O)Cc2ccccc2F)cc1 (configuration not stated)
    0%, 0%[46.1 µM], 16%, -5%, 4%, -12%, -3%, -0.2%, 0, -5%
(3) Cc1ccc(C)c(N2CCN(C(=O)CCc3nc(-c4cccc(C(F)(F)F)c4)no3)CC2)c1
    0%, 2%[46.1 µM], -9%, 49%, nt, ?, 1%, -0.3%, nt, ?
(4) O=C(Nc1cccc(F)c1)c1ccc(CSc2ccccc2)o1
    nt, -2%[46.1 µM], 16%, 37%, -13%, ?, 1%, 2.9%, 2, ?
(5) CCCS(=O)(=O)N1CCN(Cc2ccccc2OCC)CC1
    -4%, -5%, -6%, -2%, -8%, -3%, -9%, 0.5%, 2, -2%
(6) COc1cccc2sc(Nc3nc(-c4cc5ccccc5oc4=O)cs3)nc12
    6%, 6%[46.1 µM], -13%, -57%, 1%, -16%, 3%, -0.8%, 0, ?
(7) O=C(CN1CCOCC1)Nc1cccc(Br)c1
    3%, nt, 3%[7.66 µM], -1%, 2%, 20%, -3%, 0.1%, 1, 17%
(8) CCN(CC)c1ccc(C(=O)NNC(=O)c2cccn2C)cc1
    -4%, -5%, -23%, ?, nt, ?, -14%, 0.4%, 11, ?
(9) COC(=O)CNC(=O)CN1C(=O)N(c2ccccc2)C(N(O)C(=O)Nc2ccccc2)C1(C)C (configuration not stated)
    29%, 2%, -15%, 28%, 4%, 19%, -2%, 0.2%, 4, 17%
(10) COc1ccc(-n2c(Cn3c(=O)sc4ccccc43)nnc2SC)cc1
    3%, 3%[46.1 µM], -14%, 8%, 0%, 9%, 0%, -0.1%, -2, -3%
(11) COc1cccc(C2Nc3ccc4ccccc4c3C3=C2C(=O)CC(C)(C)C3)c1OCC(=O)O (configuration not stated)
    6%, -12%, -7%, -14%, -14%, 1%, -4%, 0.0%, 0, 20%
(12) COc1ccc(S(=O)(=O)N(C)c2ccc(C(=O)NCC3CCCO3)cc2)cc1 (configuration not stated)
    4%, nt, 21%, 1%, -3%, -6%, -4%, 2.6%, 0, -1%
(13) CCN1C(=O)c2ccccc2Sc2ccc(C(=O)NC(C)C)cc21
    0%, 1%, 11%, 4%, 0%, -3%, -7%, -1.0%, 2, -4%
(14) Cc1cc(C)n2nc(SCCCC(=O)c3ccccc3)nc2n1
    1%, -31%, -25%, 25%, -7%, 0%, 0%, -1.0%, -3, 19%
(15) Cc1c(S(=O)(=O)N2CCOCC2)c(=O)n(C)c(=O)n1C
    -8%, 3%, 17%, 1%, -8%, 10%, 0%, 0.0%, 1, 9%
(16) CC(C)(/C=N/O)/[N+]([O-])=C/c1ccccc1C(F)(F)F
    -2%, 4%, 9%, 5%, -2%, -3%, -3%, 0.4%, -1, 6%
(17) COc1ccc(OC)c(Cc2nnc(CCC(=O)NC3CCCCCCC3)o2)c1
    2%, -1%, -22%, 19%, 6%, 18%, -3%, -0.2%, 2, ?
(18) CCC(Cc1ccccc1)NS(=O)(=O)c1ccc2c(c1)NC(=O)CO2 (configuration not stated)
    4%, -4%, -15%, 0%, -3%, -3%, -1%, 0.0%, ?, 2%
(19) O=C(c1cc(S(=O)(=O)N2CCOCC2)c(Cl)cc1Cl)N1CCCC1
    -10%, 3%, 26%, -6%, nt, -3%, -1%, 0.1%, -2, -2%
(20) COC1=C(N2CCOCC2)C(=O)c2ccccc2C1=O
    0%, 3%, -25%, -20%, -14%, -3%, -6%, -0.6%, 4, -23%
(21) CCOC(=O)c1cc(C(=O)OCC)cc(-n2cc(O)c(C(=O)OCC)n2)c1
    1%, 10%, -18%, -1%, -1%, -4%, 0%, -0.3%, 0, -24%
(22) O=C(COC(=O)CSc1ccc([N+](=O)[O-])cc1)NCC1CCCO1 (configuration not stated)
    -7%, 2%, -6%, 0%, -11%, -3%, -2%, -0.1%, 1, 12%
(23) CCS(=O)(=O)c1ccc2c(c1)N(S(C)(=O)=O)CC(C(=O)NN)O2 (configuration not stated)
    3%, -3%, 1%, 0%, -3%, 1%, -4%, 0.5%, 0, -11%
(24) Cc1cc2c(cc1C)-c1nnnn1C(C)(C)C2
    5%, -1%, 9%, 28%, -2%, ?, -8%, -0.5%, 12, 21%
(25) Cc1ccc(NC(=O)COC(=O)Cc2csc(-c3cccc(F)c3)n2)cc1C
    0%, 1%[46.1 µM], -12%, -15%, -1%, 13%, -2%, -2.2%, 11, ?
(26) COc1cccc(C(=O)COc2ccc(NC(=O)c3cccs3)cc2)c1
    5%, -4%, 0%, -26%, -1%, 11%, -6%, 0.3%, 25, 15µM*
(27) O=C(CCCn1nnnc1CN1CCOCC1)N1CCC(c2ccccc2F)C1 (configuration not stated)
    15%, 6%, 3%, -11%, -2%, nt, 2%, 2.1%, 0, ?
(28) COC(=O)c1ccc(C(=O)Nc2nc3cc(N)c(C)cc3s2)cc1
    9%, 6%, 13%, 1%, ?, 2%, 0%, 0.1%, 0, 19%
(29) Cn1c(=O)[nH]c(=O)c2c1nc(SCCN1CCOCC1)n2Cc1ccccc1
    -5%, -5%, -8%, 0%, 1%, -11%, -1%, -0.5%, -3, 2%
(30) CCCCc1ccc(N=N/C(C(=O)Nc2cc(OC)c(NC(C)=O)cc2OC)=C(/C)O)cc1
    -6%, 8%[46.1 µM], 10%, 1%, -4%, -3%, -1%, -1.3%, 0, 3%

Arranged by value in CXXC DNA block (falling): some entries from above.
cpd	structure	CXXC DNA block
17	COc1ccc(OC)c(Cc2nnc(CCC(=O)NC3CCCCCCC3)o2)c1	6%
25	Cc1ccc(NC(=O)COC(=O)Cc2csc(-c3cccc(F)c3)n2)cc1C	-1%
20	COC1=C(N2CCOCC2)C(=O)c2ccccc2C1=O	-14%

Just a7 integrin act (3 entries from above):
item	molecule	a7 integrin act
22	O=C(COC(=O)CSc1ccc([N+](=O)[O-])cc1)NCC1CCCO1 (configuration not stated)	-6%
21	CCOC(=O)c1cc(C(=O)OCC)cc(-n2cc(O)c(C(=O)OCC)n2)c1	-18%
18	CCC(Cc1ccccc1)NS(=O)(=O)c1ccc2c(c1)NC(=O)CO2 (configuration not stated)	-15%

Next results follow:
Sequence of screens – AT treatment, TCR act, a7 integrin act, BRCA1 expr act, CXXC DNA block, p53 reactivator, PTAP TSG101 blk, B2AR arrestin, TRPV1 ag, ELG1 DNA repair
(31) CC1(C)CC(=O)N(CC(=O)N2CCN(c3ncccn3)CC2)c2ccccc2S1(=O)=O
    4%, 2%, 0%, 0%, 4%, -1%, 1%, -0.4%, 2, ?
(32) CCOc1cccc(-c2nn3c(-c4ccco4)nnc3s2)c1
    -2%, 1%, -25%, 25%, 7%, 0%, -1%, 0.0%, -1, ?
(33) CCN(CC)C(=S)Nc1ccc2nc3n(c(=O)c2c1)CCCCC3
    -2%, nt, -8%, -1%, 2%, 1%, 0%, 0.1%, 0, -3%
(34) CCOc1cc(C(=O)NCC(C)CN(C)C)cc(OCC)c1OCC (configuration not stated)
    nt, 3%, -2%, 14%, -1%, nt, 0%, nt, 4, nt
(35) COc1ccc(C(CC(=O)Nc2nccs2)n2cccc2)cc1 (configuration not stated)
    -2%, -33%, -6%, 6.3µM*, -5%, ?, -2%, 0.1%, 23, ?
(36) O=C(c1ccc(CS(=O)Cc2ccccc2Cl)o1)N1CCN(c2ccccn2)CC1 (configuration not stated)
    8%, -1%, 0%, -10%, 1%, -10%, -4%, -0.1%, 3, 21µM*
(37) O=C(NCCc1ccccn1)c1c(-c2ccccc2)sc2ccccc12
    6%, 4%, 30%, 0%, nt, -5%, nt, 0.4%, nt, -8%
(38) COc1ccccc1-c1nc(C#N)c(N2CCN(Cc3ccccc3)CC2)o1
    10%, 0%, -11%, -10%, 8%, 17%, -4%, 0.2%, ?, -24%
(39) Cc1c2ccncc2cc2c1[nH]c1ccccc12
    nt, 1%, -73%[inhibitor], -64%, nt, nt, -5%, nt, nt, nt
(40) COC(=O)c1cc(COC(=O)c2ccc3ccccc3n2)oc1C
    1%, 2%, 21%, 4%, 8%, 5%, 3%, -0.2%, 24, 21%

Screening data from PubChem.
